Screens (PubChem BioAssay)
p53 reactivation – mutant p53 re-activation in reporter cells; H1299 p53-A138V BP100-luciferase reporter, luminescence, 24 h; Potency, µM (titrated, usually from 92.2 µM), for the others: top-dose activity change, positive = activation, hits mostly activators; 0.063% of 320,000 active; also: potency is read from the fitted curve at half-maximal effect; % of control where 0% means no effect; nearly all actives have a fitted effect of over 45% in size
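H1299 (p53-null), stable ts p53-A138V + BP100-Luc; 1000 cells/well, Opti-MEM/10% FBS; cpd 4 pt, 1:5; 24 h, 37 deg C, 5% CO2; detection reagent 10 min RT; luminescence.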
PTAP TSG101 blk – blocks PTAP/TSG101 interaction to inhibit HIV-1 budding. Q99816. Fluorescence polarization, FITC-PTAP peptide / Tsg101 binding. Potency, µM (highest dose often 115 µM), for the others: at the top dose activity change, negative = inhibition, hits mostly inhibitors. 340,000 tested, under 10 active; active = well fitted inhibition curve with a large enough effect in the main read-out, with a control signal flat, not every such curve was filed as active; inconclusive = small, poorly fitted or top-dose-only effect, or effect the other way, or a change in a side signal; inactive = no such curve, though single readings can be large or run the other way; also: potency is read from the fitted curve at half-maximal effect; % of control where 0% means no effect
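Compounds were pin-transferred onto Tsg101 binding domain (10 uM final) in HEPES pH 7.5 buffer, then FITC-PTAP peptide was added at 50 nM final. After 20 min at RT, polarization reported peptide displacement across a qHTS concentration series.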
Eya2 inh – Eya2 (human) phosphatase inhibition; O00167; AID 488837; 0.006% of 330,000 active; Potency, µM (doses to about 76.9 µM), for inactives: at the highest dose activity, negative = inhibition, usual class: inhibitors; recombinant Eya2, OMFP fluorescence dephosphorylation (OMFP is methylfluorescein phosphate); also: potency is read from the fitted curve at half-maximal effect; % is scaled to controls: 0 for no effect and ±100 for the full control effect
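Eya2 (0.2 uM) preincubated 10 min at ambient with compound, then OMFP substrate added at 50 uM; 10 min reaction in 50 mM HEPES pH 7.5, 50 mM NaCl, 5 uM MgCl2, 0.05% BSA, 1 mM DTT. Fluorescence read at Ex 485/Em 525 nm.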
uPA surface inh – cell surface uPA generation inhibition; cell surface uPA generation assay, qHTS; Potency, µM (series often up to 38.3 µM), without a hit: at the top dose activity change, negative = inhibition, actives largely listed as inhibitors; 0.31% of 330,000 active; active = well fitted inhibition curve with a large enough effect; inconclusive = small, poorly fitted or top-dose-only effect; inactive = no such curve, though single readings can be large or run the other way; tested in mouse RAW 264.7 cells; also: potency is read from the fitted curve at half-maximal effect; % is scaled to controls: 0 for no effect and ±100 for the full control effect; nearly all actives have a fitted effect of over 55% in size
TRPV1 agonist – human TRPV1 agonism | Q8NER1 | TRPV1-expressing cells, Fluo-8 calcium influx, agonist mode | activation, % at 8.33 µM | 0.19% of 320,000 active | AID 540275; in the data active = activation above about 80%; inconclusive = between about 30% and that limit; also: 0% is about no effect
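TRPV1-expressing cells were cultured overnight at 35.5C and loaded with Fluo-8 calcium dye for 40 to 90 min at room temperature. After a 10 s baseline, compound was added and calcium influx was read kinetically for 3 min (ex 480/em 520 nm).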
S-ASM inh – blocks human secretory acid sphingomyelinase; placental ASM, HMU-PC fluorogenic substrate, 60 min; Potency, µM (top dose mostly 57.5 µM), without a hit: at the top dose activity change, negative = inhibition, actives largely listed as inhibitors; 0.006% of 340,000 active; AID 504937; also: potency is read from the fitted curve at half-maximal effect
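HMU-PC0 cleavage (9 uM final) by human placental ASM, 60 min at 37 °C following 10 min compound exposure at RT; stopped at pH 10, fluorescence Ex 386/Em 447 nm.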
ELG1 genotox – genotoxicity induction in ELG1-luciferase HEK293T cells | HEK293T ELG1-luciferase reporter, luminescence, 16 h | Potency, µM (doses to about 46 µM), for the others: top-dose activity change, positive = activation, hits mostly activators | 1.3% of 330,000 active | AID 504466; also: potency is read from the fitted curve at half-maximal effect; % of control where 0% means no effect; nearly all actives have a fitted effect of over 60% in size
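Quantitative HTS format in 1536-well plates. HEK293T ELG1-luciferase reporter cells receive test compound and are incubated 16 hr at 37 °C, 5% CO2; ONE-Glo added, 30 min room temperature, then luminescence read.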
B2AR arrestin – recruits beta-arrestin to the human beta2-adrenergic receptor; beta-arrestin recruitment to beta2AR, cell-based reporter; P07550; AID 492947; Potency, µM (highest dose often 46.1 µM), without a hit: top-dose activation, most hits filed as activators; 0.02% of 330,000 active;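 also: potency is read from the fitted curve at half-maximal effect; 0% = DMSO controls and full agonism = EC100 isoproterenol or metaproterenol; nearly all actives have a fitted effect of over 65% in size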
Target sequence (P07550 whole entry, looked up): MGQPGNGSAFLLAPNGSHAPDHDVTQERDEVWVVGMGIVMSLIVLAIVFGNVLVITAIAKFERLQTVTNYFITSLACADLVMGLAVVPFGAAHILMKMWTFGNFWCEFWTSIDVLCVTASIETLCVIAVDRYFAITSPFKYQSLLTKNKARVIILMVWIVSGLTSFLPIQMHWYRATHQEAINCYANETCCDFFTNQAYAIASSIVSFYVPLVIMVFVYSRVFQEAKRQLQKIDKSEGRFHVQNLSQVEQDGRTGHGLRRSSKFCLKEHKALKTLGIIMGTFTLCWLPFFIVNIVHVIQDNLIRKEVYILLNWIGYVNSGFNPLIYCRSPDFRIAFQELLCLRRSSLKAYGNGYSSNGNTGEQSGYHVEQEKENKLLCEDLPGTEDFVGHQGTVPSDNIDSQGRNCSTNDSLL
Integrin act MD – activates integrin-mediated alleviation for muscular dystrophy | alpha7betagal myoblasts, beta-gal FDG fluorescence, 48 h | Potency, µM (top dose mostly 38.3 µM), for inactives: at the highest dose activation, most hits filed as activators | 0.064% of 350,000 active | AID 624291;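 also: potency is read from the fitted curve at half-maximal effect; 100% = response of the positive control SU9516; nearly all actives have a fitted effect of over 60% in size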
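alpha7betagal+/- myoblasts (passage 13, 250/well) treated 48 h at 37C with compounds at 1:260 dilution of DMSO stock. Lysed, then beta-galactosidase activity read as FDG fluorescence (ex 480/em 540) after 30 min, with pre-read for autofluorescence.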
BRCA1 expr act – activators of BRCA1 expression; 1.1% of 380,000 active; MCF7-BRCA1-FFLuc reporter, luminescence, 48 h; response scale: scaled: vehicle 0%, 10 µM genistein 100%; Potency, µM (titrated, usually from 46.1 µM), without a hit: at the top dose activation, actives largely listed as activators; also: potency is read from the fitted curve at half-maximal effect; nearly all actives have a fitted effect of over 80% in size; some results filed as inactive show a strong effect at the top dose
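Cells: MCF7-BRCA1-FFLuc, 2000/well. Exposure: 48 h, 37 °C, 5% CO2. Read: luminescence, 15 min post-substrate. Controls: genistein 10 microM (maximal activation), DMSO (neutral).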
USP2a inh – inhibitors of human ubiquitin-specific protease USP2a; USP2 core, Ub-CHOP2 coupled fluorogenic reporter, 485/531; Potency, µM (series often up to 38.3 µM), for the others: at the highest dose activity change, negative = inhibition, hits mostly inhibitors; 0.01% of 330,000 active;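 also: potency is read from the fitted curve at half-maximal effect; plate controls were DMSO wells for no effect and full inhibition by NEM control for full effect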
Target sequence (O75604 whole entry, looked up): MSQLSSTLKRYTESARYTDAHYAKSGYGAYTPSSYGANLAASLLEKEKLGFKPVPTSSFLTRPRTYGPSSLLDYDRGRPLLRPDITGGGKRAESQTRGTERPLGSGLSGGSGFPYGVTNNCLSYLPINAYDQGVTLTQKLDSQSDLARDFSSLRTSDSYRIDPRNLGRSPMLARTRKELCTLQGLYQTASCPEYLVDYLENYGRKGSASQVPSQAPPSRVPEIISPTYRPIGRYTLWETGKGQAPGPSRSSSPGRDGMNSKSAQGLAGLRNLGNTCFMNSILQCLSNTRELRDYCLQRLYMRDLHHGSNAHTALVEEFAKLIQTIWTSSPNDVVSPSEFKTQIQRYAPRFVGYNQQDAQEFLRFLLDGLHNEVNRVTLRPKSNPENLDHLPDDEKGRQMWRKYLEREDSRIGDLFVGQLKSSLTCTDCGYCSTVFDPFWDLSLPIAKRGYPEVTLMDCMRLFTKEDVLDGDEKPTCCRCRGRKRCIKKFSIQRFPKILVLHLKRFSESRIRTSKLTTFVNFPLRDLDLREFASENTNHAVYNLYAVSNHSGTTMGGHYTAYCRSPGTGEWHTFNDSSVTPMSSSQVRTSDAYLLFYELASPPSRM
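Cell-free coupled assay: 10nM USP2 core preincubated 30min RT with compound in Tris-HCl pH 8.0/CaCl2/CHAPS buffer, then 25nM Ub-CHOP2 and 25nM reporter substrate; fluorescence (Ex 485/Em 531) read after 60min RT, normalized to NEM inhibition, concentration-response curves fitted.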
Numbers without * were called inactive; ? = inconclusive; . = not tested or not shown. Unless noted, calls follow the shape of the dose curve; as a rule, active = well fitted curve in the direction sought with a large enough effect; inconclusive = small, poorly fitted or top-dose-only effect, or another doubt; inactive = no such curve, though single readings can be large; an effect the other way counts as inactive or inconclusive.

cpd	mol	p53 reactivation	PTAP TSG101 blk	Eya2 inh	uPA surface inh	TRPV1 agonist	S-ASM inh	ELG1 genotox	B2AR arrestin	Integrin act MD	BRCA1 expr act	USP2a inh
1	C=CCn1c(SCC(=O)NC2CC2)nnc1-c1cccc(OC)c1	-14%	-6%	5%	4%	-2	6%	0%	-0.9%	15%	8%	0%
2	O=C1CC(N2CCN(C3CCc4ccccc4C3)CC2)C(=O)N1c1ccccc1 (stereo not drawn)	.	1%	.	5%	.	12%	.	.	28%	-2%	.
3	O=C(Nc1nc2c(Cl)cccc2s1)C1CC1	3%	2%	?	-13%	6	0%	4%	-1.1%	?	30%	0%
4	COC(=O)C(C)n1cnc2c(nnn2-c2cccc(Cl)c2)c1=O (stereo not drawn)	5%	-2%	3%	-9%	0	-3%	10%	-0.4%	23%	2%	-1%
5	COc1cc(=O)n(C)c2c(OCC(O)C(C)(C)O)cccc12 (stereo not drawn)	3%	2%	12%	11%	1	2%	4%	0.1%	.	-7%	6%
6	CCS(=O)(=O)N1CCN(C(=O)c2cccc3ccccc23)CC1	.	0%	9%	-2%	0	5%	0%	-0.7%	5%	-1%	1%
7	CCN(CC(=O)Nc1ccc(OC)cc1)C(=O)c1ccc2[nH]c3c(c2c1)CC(C)CC3 (stereo not drawn)	-9%	1%	-1%	0%	-2	-13%	-8%	0.0%	33%	-32%	-7%
8	COc1cc(NS(=O)(=O)c2ccc(NC(C)=O)cc2)nc(OC)n1	-4%	-1%	-7%	.	0	0%	2%	0.2%	-13%	3%	0%
9	Cc1ccc(NC(=S)NC(=O)c2sc3ccccc3c2Cl)c(C(=O)O)c1	-1%	.	14%	.	2	.	0%	0.0%	.	.	-1%
10	Cc1ccc(NC(=O)Cn2c(=S)[nH]c3ccccc32)cc1	19%	-2%	0%	1%	?	3%	2%	-0.1%	5%	12%	-5%
11	COc1cc(C(=O)NCC(C)C)cc(OC)c1OC	0%	0%	10%	-3%	2	4%	3%	-0.7%	13%	0%	1%
12	COc1ccccc1NC(=O)C1CCCN(c2cc(C)nc3ncnn23)C1 (stereo not drawn)	2%	-8%	2%	0%	1	-1%	-1%	-0.5%	14%	-18%	-1%
13	CCOC(=O)/C(C#N)=C/c1cc2ccccc2nc1Cl	3%	-3%	-13%	.	2	-2%	-1%	0.6%	-15%	-46%	1%
14	COc1ccccc1NC(=O)c1nn(-c2ccc(OC(F)(F)F)cc2)ccc1=O	-4%	-6%	4%	0%	2	-1%	0%	-0.1%	14%	-1%	3%
15	CS(=O)(=O)N(CC(=O)N1CCN(Cc2ccccc2)CC1)c1ccccc1F	10%	-3%	-6%	-2%	-2	6%	2%	-0.8%	?	-14%	0%

Reformatted with one line to a screen: 8 of the compounds above.
1: C=CCn1c(SCC(=O)NC2CC2)nnc1-c1cccc(OC)c1
2: O=C1CC(N2CCN(C3CCc4ccccc4C3)CC2)C(=O)N1c1ccccc1 (stereo not drawn)
3: O=C(Nc1nc2c(Cl)cccc2s1)C1CC1
4: COC(=O)C(C)n1cnc2c(nnn2-c2cccc(Cl)c2)c1=O (stereo not drawn)
5: COc1cc(=O)n(C)c2c(OCC(O)C(C)(C)O)cccc12 (stereo not drawn)
6: CCS(=O)(=O)N1CCN(C(=O)c2cccc3ccccc23)CC1
7: CCN(CC(=O)Nc1ccc(OC)cc1)C(=O)c1ccc2[nH]c3c(c2c1)CC(C)CC3 (stereo not drawn)
8: COc1cc(NS(=O)(=O)c2ccc(NC(C)=O)cc2)nc(OC)n1

assay / compound	1	2	3	4	5	6	7	8
p53 reactivation	-14%	.	3%	5%	3%	.	-9%	-4%
PTAP TSG101 blk	-6%	1%	2%	-2%	2%	0%	1%	-1%
Eya2 inh	5%	.	?	3%	12%	9%	-1%	-7%
uPA surface inh	4%	5%	-13%	-9%	11%	-2%	0%	.
TRPV1 agonist	-2	.	6	0	1	0	-2	0
S-ASM inh	6%	12%	0%	-3%	2%	5%	-13%	0%
ELG1 genotox	0%	.	4%	10%	4%	0%	-8%	2%
B2AR arrestin	-0.9%	.	-1.1%	-0.4%	0.1%	-0.7%	0.0%	0.2%
Integrin act MD	15%	28%	?	23%	.	5%	33%	-13%
BRCA1 expr act	8%	-2%	30%	2%	-7%	-1%	-32%	3%
USP2a inh	0%	.	0%	-1%	6%	1%	-7%	0%

Back to the main list, repeating the 2 entries before the break.
cpd	mol	p53 reactivation	PTAP TSG101 blk	Eya2 inh	uPA surface inh	TRPV1 agonist	S-ASM inh	ELG1 genotox	B2AR arrestin	Integrin act MD	BRCA1 expr act	USP2a inh
14	COc1ccccc1NC(=O)c1nn(-c2ccc(OC(F)(F)F)cc2)ccc1=O	-4%	-6%	4%	0%	2	-1%	0%	-0.1%	14%	-1%	3%
15	CS(=O)(=O)N(CC(=O)N1CCN(Cc2ccccc2)CC1)c1ccccc1F	10%	-3%	-6%	-2%	-2	6%	2%	-0.8%	?	-14%	0%
16	CCC1(C)Cc2c(sc3nc(SCC(=O)c4ccccc4)[nH]c(=O)c23)CO1 (stereo not drawn)	5%	0%	10%	1%	4	-2%	-3%	-0.7%	1%	-26%	0%
17	Cc1ccc(-c2nnc(Oc3ccc(NC(=O)c4ccccc4)cc3)c3ccccc23)cc1	-4%	1%	9%	-6%	1	-2%	0%	0.1%	-7%	-51%	-1%
18	CC(=O)NNC(=O)CCC(=O)Nc1ccccc1	2%	.	10%	-7%	1	-7%	-3%	-0.2%	?	12%	3%
19	Cc1c(C(=O)O)sc2nc(C)n(C)c(=O)c12	-2%	-8%	3%	7%	.	-4%	-3%	-2.1%	-34%	11%	0%
20	Cc1cccc(C(c2c(C)nn(-c3ccccc3)c2N)c2c(C)nn(-c3ccccc3)c2N)c1	-5%	-2%	-4%	9%	-4	2%	-6%	-0.7%	4%	-30%	2%
21	COc1ccc(N2CCN(C(=O)CSc3ccccc3)CC2)cc1	.	-4%	.	1%	12	-1%	.	.	-20%	69%	.
22	O=C1COCCOCCOCCOCC(=O)NCCN1	1%	-7%	-2%	-1%	0	-3%	0%	0.1%	14%	-17%	0%
23	COCCNC(=O)C(=O)NCC1OCCN1S(=O)(=O)c1ccc2c(c1)OCCO2 (stereo not drawn)	-2%	-2%	?	2%	-6	4%	-1%	-0.8%	-31%	-3%	2%
24	Cc1ccc(S(=O)(=O)N2CCCOC2CNC(=O)C(=O)NCc2ccc3c(c2)OCO3)cc1 (stereo not drawn)	?	-2%	-9%	1%	1	-1%	0%	-0.9%	13%	20%	-1%
25	CS(=O)(=O)N1CCCC(C(=O)Nc2cccc(F)c2)C1 (stereo not drawn)	4%	-2%	-5%	4%	-2	0%	0%	-0.6%	-6%	7%	1%
26	CCCN(CCC)CC(O)Cn1c2ccccc2c2ccccc21 (stereo not drawn)	5%	-1%	4%	0%	0	0%	-3%	0.1%	7%	-6%	3%
27	O=C(c1cccc(NS(=O)(=O)c2ccccc2)c1)N1CCCC1	-5%	-9%	2%	8%	-5	-1%	1%	-0.1%	-26%	12%	2%
28	COC(=O)C1C(=O)c2c(C)noc2CC1(C)C (stereo not drawn)	0%	0%	-4%	-4%	-9	5%	9%	0.0%	20%	18%	7%
29	Cc1cc(O)c(-c2cc(C(=O)Nc3sc4c(c3C(=O)NCc3ccco3)CCC4)[nH]n2)cc1C	0%	-4%	-5%	16%	0	-2%	0%	0.3%	-45%	5%	0%
30	CCN(C1CCS(=O)(=O)C1)S(=O)(=O)c1ccc2ccccc2c1 (stereo not drawn)	-7%	0%	0%	5%	8	-6%	20%	-0.2%	-9%	2%	0%
31	COc1ccc(NC(=S)NCC2CCCO2)c(C)c1 (stereo not drawn)	-6%	-1%	6%	-2%	0	1%	0%	0.1%	-8%	8%	2%
